uPA generation: blocks generation of uPA at the cell surface | hit rate 0.31% among 330,000 | AID 540303 | Potency, µM (highest dose often 38.3 µM), for the others: at the highest dose activity change, negative = inhibition, usual class: inhibitors | cell surface uPA generation assay, qHTS; active = well fitted inhibition curve with a large enough effect; inconclusive = small, poorly fitted or top-dose-only effect; inactive = no such curve, though single readings can be large or run the other way; tested in mouse RAW 264.7 cells; note: potency is the fitted concentration of half-maximal effect; % is set by controls: 0 for no effect and ±100 for the full control effect; nearly all actives have a fitted effect of over 55% in size
FBPA coupling cs: inhibits coupling enzyme system, counter-screen for aldolase hits; coupling enzyme system counterscreen, AmpLite Red fluorescence; activity change, negative = inhibition, % at 58.2 µM, hits read low; hit rate 0.67% among 290,000; in the data active = activity change below about -30%; note: % is set by controls: 0 for no effect and ±100 for the full control effect
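Fluorescence at 525 nm excitation and 598 nm emission measured inhibition of the coupled detection system without aldolase. Compounds (at 57.5 uM final) were preincubated 10 min at room temperature with coupling enzyme reagent before a 20 min substrate/AmpLite Red step.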
Giardia kill: kills Giardia lamblia. activity change, % at 7.66 µM, hits read low. Giardia lamblia trophozoite viability. hit rate 0.15% among 340,000; in the data active = activity change below about -80%; inconclusive = between about -30% and that limit;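 note: parasites exposed to compound for two days anaerobically before the ATP read; % is set by controls: 0 for no effect and ±100 for the full control effect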
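ATP-content bioluminescence gauges trophozoite survival. Cells (100/well) receive compound and incubate anaerobically for 48 hrs at 37 deg C; detection reagent follows for 15-30 min at room temperature.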
NPC1 promoter act: NPC1 promoter activation | Huh7 NPC1 promoter luciferase reporter, 24 h | Potency, µM (titrated, usually from 9.22 µM), for inactives: top-dose activation, usual class: activators | hit rate 2.4% among 320,000 | AID 485313;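 note: potency is the fitted concentration of half-maximal effect; % of control where 0% means no effect; nearly all actives have a fitted effect of over 60% in size; reporter is driven by a mutant NPC1 promoter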
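Stable NPC1-promoter luciferase Huh7 line; cpd (DMSO) 24 h, 37 °C, 5% CO2; Amplite luciferase reagent 10 min RT; luminescence readout. qHTS format.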
FLuc modulator: counter-screen for miR-21 project: firefly luciferase inhibitors or activators; P08659; purified FLuc, Km substrates, luminescence inhibition; Potency, µM (top dose mostly 57.5 µM), for the others: top-dose activity change, negative = inhibition, usual class: inhibitors; hit rate 6.9% among 360,000; AID 588342;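 note: potency is the fitted concentration of half-maximal effect; plate controls were vehicle for no effect and reference inhibitor for full effect; nearly all actives have a fitted effect of over 55% in size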
Target sequence (P08659 whole entry, looked up): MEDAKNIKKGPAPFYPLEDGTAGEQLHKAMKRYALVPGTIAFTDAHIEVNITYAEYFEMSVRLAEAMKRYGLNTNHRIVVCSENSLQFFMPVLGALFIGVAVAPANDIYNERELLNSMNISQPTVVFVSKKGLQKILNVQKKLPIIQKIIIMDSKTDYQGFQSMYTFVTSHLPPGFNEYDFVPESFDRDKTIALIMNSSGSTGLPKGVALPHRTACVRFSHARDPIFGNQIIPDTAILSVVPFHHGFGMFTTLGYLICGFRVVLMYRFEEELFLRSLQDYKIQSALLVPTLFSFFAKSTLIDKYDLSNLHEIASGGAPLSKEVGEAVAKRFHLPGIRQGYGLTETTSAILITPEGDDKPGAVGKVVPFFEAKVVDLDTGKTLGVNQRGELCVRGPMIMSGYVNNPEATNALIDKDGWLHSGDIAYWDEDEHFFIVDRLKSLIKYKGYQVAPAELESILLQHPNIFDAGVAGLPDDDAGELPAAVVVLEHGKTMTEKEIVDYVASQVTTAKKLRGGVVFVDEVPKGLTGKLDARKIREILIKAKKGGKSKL
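Purified P. pyralis luciferase (10nM final) with 10uM D-luciferin and 10uM ATP (Km levels) in 50mM Tris acetate pH 7.5, 10mM Mg acetate, 0.01% Tween-20, 0.05% BSA; qHTS 6-point titration, ~60 µM downward; luminescence read.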
VP16 counter: Gal4-VP16 reporter inhibition counter-screen; Drosophila S2 Gal4-VP16 UAS-luciferase, luminescence, 20 h; Potency, µM (series often up to 53.6 µM), for the others: top-dose activity, negative = inhibition, usual class: inhibitors; hit rate 3.5% among 310,000;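 note: Gal4-VP16 expression switched on by copper sulfate through the metallothionein promoter; potency is the fitted concentration of half-maximal effect; % is set by controls: 0 for no effect and ±100 for the full control effect; nearly all actives have a fitted effect of over 50% in size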
Tb PFK block: inhibitors of T. brucei phosphofructokinase; O15648; T. brucei PFK, ADP-Glo luminescence; Potency, µM (titrated, usually from 57.5 µM), inactives show at the highest dose activity, negative = inhibition, actives largely listed as inhibitors; hit rate 0.17% among 330,000;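 note: potency is the fitted concentration of half-maximal effect; 0% = uninhibited 1x PFK enzyme wells and -100% = no-enzyme wells; nearly all actives have a fitted effect of over 60% in size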
Target sequence (O15648 whole entry, looked up): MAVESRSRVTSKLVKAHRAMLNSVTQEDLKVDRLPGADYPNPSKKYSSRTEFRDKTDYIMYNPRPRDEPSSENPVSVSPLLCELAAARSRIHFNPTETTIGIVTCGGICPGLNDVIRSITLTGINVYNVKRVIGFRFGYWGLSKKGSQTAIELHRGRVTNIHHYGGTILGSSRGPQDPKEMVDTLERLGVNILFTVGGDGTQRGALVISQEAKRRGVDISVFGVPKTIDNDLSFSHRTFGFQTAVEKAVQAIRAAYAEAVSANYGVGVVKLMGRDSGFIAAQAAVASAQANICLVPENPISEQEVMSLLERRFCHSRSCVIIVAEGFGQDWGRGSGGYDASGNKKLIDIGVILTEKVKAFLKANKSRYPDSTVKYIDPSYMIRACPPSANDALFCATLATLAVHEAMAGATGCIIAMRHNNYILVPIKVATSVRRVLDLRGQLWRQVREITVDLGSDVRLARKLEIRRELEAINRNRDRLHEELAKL
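Luminescent ADP detection (ADP-Glo, two-step: ATP depletion then ADP-to-ATP conversion for luciferase) reported PFK activity after 45 min room-temperature reaction of 1.25 nM enzyme with 0.5 mM F6P and 0.1 mM ATP at pH 8.0.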
KCNH2 3.1 inh: KCNH2 3.1 (human) potassium channel inhibition | AID 720553 | U2OS KCNH2 3.1, thallium flux FluxOr; hits give low values | activity change, % (tested at about 1.8 µM) | hit rate 0.95% among 340,000;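 active = maximum activity change below -70%; inconclusive = maximum activity change from -70% to -50%; inactive = maximum activity change above -50%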;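 note: thallium influx rate constant from kinetic fluorescence after stimulation buffer; % is set by controls: 0 for no effect and ±100 for the full control effect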
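Normalized rate constant (relative to positive and negative DMSO controls) derived from a 2 min kinetic fluorescence read after stimulation; U2OS cells expressing the 3.1 isoform via virus at 1.77 x 10^8 /mL.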
RORg inh: ROR gamma (mouse) transcription inhibition | hit rate 5.4% among 310,000 | P51450 | Potency, µM (series often up to 53.6 µM), for inactives: top-dose activity change, negative = inhibition, most hits filed as inhibitors | Drosophila S2 Gal4-RORgamma UAS-luciferase reporter, 20 h; note: potency is the fitted concentration of half-maximal effect; % is set by controls: 0 for no effect and ±100 for the full control effect; nearly all actives have a fitted effect of over 60% in size
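Read-out: Photinus luciferase luminescence; inhibitors lower reporter signal. Insect Schneider cells with Gal4-ROR gamma fusion under metallothionein promoter, UAS reporter; 700 uM final copper sulfate induction, 20 hr, ambient temperature.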
ELG1 genotoxic: inducers of genotoxicity in HEK293T ELG1-luciferase cells; HEK293T ELG1-luciferase reporter, luminescence, 16 h; Potency, µM (doses to about 46 µM), without a hit: at the top dose activity change, positive = activation, most hits filed as activators; hit rate 1.3% among 330,000; AID 504466; note: potency is the fitted concentration of half-maximal effect; % of control where 0% means no effect; nearly all actives have a fitted effect of over 60% in size
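Luminescence read-out: rising ELG1-luciferase signal, reflecting elevated ELG1 protein under genetic stress, flags genotoxic compounds. Cells were treated for 16 hr at 37 °C before ONE-Glo detection.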
Rab9 promoter act: activators of Rab9 promoter | Huh7 Rab9 promoter-luciferase reporter, luminescence, 24 h | Potency, µM (highest dose often 9.22 µM), without a hit: at the top dose activation, negative = inhibition, actives largely listed as activators | hit rate 2.8% among 320,000; note: potency is the fitted concentration of half-maximal effect; % of control where 0% means no effect; nearly all actives have a fitted effect of over 60% in size
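Luciferase signal after 10 min detection reagent at ambient indicates Rab9 promoter upregulation; stably transfected Huh7 cells were treated 24 h with compound in DMSO at 37 °C, 5% CO2.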
Active calls of the source: *; u = inconclusive; x = not tested or not shown; [ ] = dose if it differs, or a comment. Unless noted, calls come from the whole dose curve; as a rule, active = well fitted curve in the direction sought with a large enough effect; inconclusive = small, poorly fitted or top-dose-only effect, or another doubt; inactive = no such curve, though single readings can be large; an effect the other way counts as inactive or inconclusive.

SMILES | uPA generation | FBPA coupling cs | Giardia kill | NPC1 promoter act | FLuc modulator | VP16 counter | Tb PFK block | KCNH2 3.1 inh | RORg inh | ELG1 genotoxic | Rab9 promoter act
Cn1c(CO)c(-c2ccccc2)c2cc([N+](=O)[O-])ccc21 | 2% | 3 | 0 | -1% | 5% | -10% | 1% | 22 | 19% | -4% | 0%
Cc1ccccc1-c1nc(CN2CCN(C(=O)c3ccco3)CC2)c(C)o1 | 3% | 3 | -11 | 2% | 1% | 10% | 3% | -11 | -30% | 2% | 13%
Cc1ccc(Sc2c(C)nn(C(=O)c3cccc(S(=O)(=O)N4CCOCC4)c3)c2C)cc1 | x | -7 | 2 | 1% | -2% | 3% | 1% | -15 | -8% | -5% | -2%
Oc1ccccc1/C=N/n1cnn(Cc2ccccc2Cl)c1=S | -3% | 2 | 11 | -2% | 4% | u | -7% | 18 | -15%[10 µM] | 2% | 0%
COc1cc2c(cc1C1C(C#N)=C(N)OC3=C1C(=O)CC(C)(C)C3)OCO2 (stereo unspecified) | -8% | -2 | -22 | 5% | 5% | -8% | -1% | 12 | 37% | 1% | 5%
Cc1cnn(-c2cc(N/N=C/c3ccccc3Cl)ncn2)c1 | -2% | 2 | 12 | -6% | 1% | -6% | -1% | -7 | 33% | -3% | 16%
O=C(CCC(=O)c1ccc(F)cc1)NCc1ccccc1C(F)(F)F | 0% | -1 | -5 | 0% | -3% | 1% | 10% | -1 | 26% | 1%[9.26 µM] | -3%
O=C(CN1CCN(Cc2ccccc2)CC1)Nc1ccccc1 | 1% | 0 | 12 | -4% | 2% | -7% | -1% | 14 | -12% | 2% | -4%
Cc1cc(C)cc(Oc2ccc(S(=O)(=O)N3CCN(C)CC3)cn2)c1 | -15% | x | 10 | 7% | 1% | x | 7% | -11 | x | 16% | -6%
Cc1ccc(S(=O)(=O)N2[C@@H](c3ccc(Br)cc3)C(C(=O)O)=C[C@H]2C(C)(C)C)cc1 | -7% | x | 8 | x | x | x | 0% | 8 | x | 0% | x
CCCc1cc(=O)oc2cc(OCC(=O)NC3CCN(Cc4ccccc4)CC3)ccc12 | 2% | x | 25 | -1% | -3% | 1% | -4% | -7 | -20% | -1% | -2%
Cn1c(CCN2CCCCC2)nc2cc(NS(=O)(=O)c3ccc(Cl)cc3)ccc21 | -8% | 2 | -9 | 1% | 1% | u | 4% | u | 5% | -1% | -4%
O=C(C1=C[C@H](C2CC2)C[C@H](OCCCCO)O1)N1CCN(Cc2ccc3c(c2)OCO3)CC1 | 2% | 1 | -6 | 0% | -1% | 8% | -6% | x | 17% | -5% | -2%
O=C(Cn1nnc2ccccc21)C1CC1 | 7% | 0 | -9 | 3% | 2% | -8% | 1% | -4 | -13% | 1% | -5%
Cc1cc(C)n2nc(SCC(=O)N3CC(C)CC(C)C3)nc2n1 (stereo unspecified) | 0% | x | 1 | x | x | x | 11% | 6 | x | 4% | x
CC(=O)c1cccc(N(C(=O)CNC(=O)c2ccco2)C(C(=O)NC2CCCC2)c2ccncc2)c1 (stereo unspecified) | x | -1 | 17 | -8% | 1% | -10% | -4% | -14 | 3% | -8% | -3%
CCCCCn1c(Sc2ncccn2)nc2c1c(=O)[nH]c(=O)n2C | -1% | 1 | 6 | 0% | 11% | 14% | -4% | 0 | -24% | 1% | -5%
Cc1ccc(-n2nc3c(c2NC(=O)C(C)(C)C)CSC3)c(C)c1 | -8% | -1 | -4 | 3% | 15% | -23% | 1% | 33 | 21% | 2% | -20%
O=C(NC1(C(F)(F)F)N=C2SCCN2C1=O)c1ccco1 (stereo unspecified) | 3% | -2 | 4 | -1% | 3% | 2% | 2% | -11 | -20% | -4% | -1%
O=C(c1ccccn1)N1CCCC(N2CCN(Cc3ccc4c(c3)OCO4)CC2)C1 (stereo unspecified) | 21% | x | -3 | 0% | -6% | 3% | -4% | -8 | 2% | -5% | 21%
COc1ccc(OC)c(C2C=C(c3ccc(C)c(C)c3)Nc3nnnn32)c1 (stereo unspecified) | -12% | 0 | -4 | -26% | -1% | 4% | -11% | -1 | u | 4% | -21%
Cc1ccc(S(=O)(=O)NCC(=O)N2CCN(c3ccc(F)cc3)CC2)cc1 | 8% | x | -15 | -1% | 0% | 6% | 0% | 12 | 2% | -1% | 11%
CCOc1ccc(C(=O)NCC(=O)OCC(=O)Nc2nnc(-c3ccccc3)o2)cc1 | -7% | x | 17 | 1% | 13µM* | x | -1% | -4 | x | 3% | 3%
CCOc1ccc(S(=O)(=O)Nc2c(C)n(C)n(-c3ccccc3)c2=O)cc1 | 2% | 1 | -7 | 1% | -1% | -3% | 1% | 17 | 19%[1.91 µM] | 1% | 0%
CC1CCN(c2ccc(C(=O)OCC(=O)NCCN3C(=O)CSC3=O)cc2[N+](=O)[O-])CC1 | 0% | 3 | -10 | 0% | -16% | -13% | 0% | -3 | u | -1% | -2%
O=C(Nc1ccccc1-c1ccccc1)NC1CCN(CC(=O)N2CCOCC2)CC1 | 3% | -1 | -16 | -1% | 5% | 1% | 1% | -13 | 1% | 0% | -3%
CCCCCOC(=O)c1[nH]c2c(c1C)C(=O)C(C(=O)OC)C(C)C2 (stereo unspecified) | -5% | 1 | 10 | 20% | 11µM* | 10% | 2% | -4 | u | 23% | u
O=C(O)C(Oc1ccc2c3c(c(=O)oc2c1)CCC3)c1ccccc1 (stereo unspecified) | 0% | 11 | -5 | 11% | 0% | 12% | 20% | -10 | -4% | 0% | -2%
OC(CNCc1ccc(Cl)cc1)COc1ccccc1 (stereo unspecified) | -2% | 2 | -3 | -1% | -3% | -2% | -16% | -17 | -16% | -11% | 1%
CCOc1ccc(C(=O)Nc2cccc(C(=O)O)c2)cc1Cl | -11% | 8 | u | u | 0.24µM* | u | 3% | -9 | 6.3µM* | -10% | u
Cc1nn(C)c(C)c1CCC(=O)O | -6% | -12 | -9 | -5% | -1% | -27% | 2% | -5 | 2% | 5% | -20%
Fc1ccc(-n2c(-c3ccc4c(c3)OCO4)n[nH]c2=S)cc1Cl | 0% | 4 | 8 | 0% | u | u | 0% | -18 | u | 9% | 0%
O=C(NC(C(=O)N/N=C/c1cccc2ccccc12)c1n[nH]c(=O)c2ccccc12)c1ccccc1 (stereo unspecified) | 3% | 1 | 17 | 0% | 1% | -5% | 1% | 2 | u | -5% | 14%
CSc1cccc(-n2ccc(=O)c(C)c2C)c1 | -7% | 0 | 5 | -7% | -3% | 1% | 0% | 7 | 6% | 2% | -1%
O=C(NC(=S)NNC(=O)[C@H]1C[C@@H]1c1ccccc1)c1ccc(F)cc1 | -4% | 4 | -1 | -3% | -3% | u | 0% | 1 | 10µM* | -13% | -2%
O=S(=O)(c1cccc2nsnc12)N1CCN(C/C=C/c2ccccc2)CC1 | -2% | 4 | 9 | 9% | -1% | 1% | -5% | -1 | 2% | -10% | 0%
O=C(Nc1nnc(C2CC2)s1)C1CCCCC1 | -5% | x | -6 | 12% | -15% | x | 0% | -7 | x | 13% | 10%
CN(Cc1ccncc1)C1CC(=O)N(c2ccc(F)cc2)C1=O (stereo unspecified) | 5% | 2 | 25 | -5% | -2% | 3%[10 µM] | -2% | 1 | 7% | -5% | -2%
COC(=O)/C(=N/Nc1ccccc1)N1CCCc2ccccc21 | -1% | -10 | -2 | -2% | 3% | 1% | 1% | -11 | -34% | -3% | -3%
COc1ccc(S(=O)(=O)N2CCCCC2)cc1NC(=O)CCCOc1ccccc1 | 14% | x | 12 | -2% | x | x | 5% | -20 | x | -4% | 5%
O=C(O)CCC(=O)/C=C/c1ccccc1 | -6% | 7 | 6 | -3% | -11% | u | 8% | -5 | -46% | -2% | 12%
O=C(CN1CCCc2ccccc21)N/N=C/c1ccccc1 | 1% | 0 | -5 | -6% | -15% | u | 0% | 0 | -4% | 2% | 0%
CCN(CC)C(=O)COc1ccc(/C(C)=N/NC(=O)c2ccccc2O)cc1 | -8% | -1 | 6 | 13% | 6.7µM* | -16% | 11% | -23 | u | 18% | u
CCS(=O)(=O)N1CCC(C(=O)Oc2ccc(Br)cc2)CC1 | 1% | -4 | -23 | -2% | 0% | 7% | 1% | -20 | 11% | 6% | 0%
COc1ccccc1N(Cc1ccccc1)S(=O)(=O)c1cccc(C(=O)N2CCCCC2)c1 | -10% | x | 10 | x | x | x | -4% | -20 | x | -3% | x
Cc1ccc(S(=O)(=O)N2CCOCC2)cc1C(=O)Nc1ccc2c(c1)CCC2 | -4% | 0 | -1 | 1% | -10% | 4% | 3% | -3 | 3% | 0% | -9%

Screens (PubChem)

No enrichment for hits (roughly 14% active in at least one column).
